# Screening results (PubChem BioAssay)
# PKM2 activator = qHTS Assay for Activators of Human Muscle isoform 2 Pyruvate Kinase; Potency, µM (titrated, usually from 57.5 µM), inactives show top-dose activation, most hits filed as activators; Pyruvate kinase PKM (Homo sapiens), P14618; actives 0.34% (n = 260,000); purified PKM2, Kinase-Glo ATP luminescence, activation; response scale: 0% is enzyme alone, no compound; AID 1631, 2009; note: potency is the fitted concentration of half-maximal effect; % is set by controls: 0 for no effect and ±100 for the full control effect; nearly all actives have a fitted effect of over 55% in size
#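 Purified hPK-M2 (>95% pure) converted ADP (0.1 mM final) to ATP with 0.5 mM PEP in 50 mM imidazole pH7.2, KCl, MgCl2, Tween 20, BSA; 1 h at room temperature. ATP detected by Kinase-Glo luminescence.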
# ASM inhibitor = Inhibitors of Secretory Acid Sphingomyelinase (S-ASM): qHTS | Sphingomyelin phosphodiesterase (Homo sapiens), P17405 | placental ASM, HMU-PC fluorogenic substrate, 60 min | Potency, µM (titrated, usually from 57.5 µM), without a hit: top-dose activity change, negative = inhibition, hits mostly inhibitors | actives 0.006% (n = 340,000) | AID 504937, 2011; note: potency is the fitted concentration of half-maximal effect
#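 Human placenta-derived ASM preincubated with compound 10 min at room temperature, then reacted with 9 uM (final) fluorogenic HMU-PC substrate for 60 min at 37 C. Stop solution raises pH to 10; fluorescence read at Ex 386/Em 447 nm.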
# FBPA coupling cs = qHTS Assay for Inhibitors of Fructose-1,6-bisphosphate Aldolase from Giardia Lamblia: Coupling assay counterscreen; activity change, negative = inhibition, % at 58.2 µM, hits read low; actives 0.67% (n = 290,000); coupling enzyme system counterscreen, AmpLite Red fluorescence; in the data active = activity change below about -30%; note: % is set by controls: 0 for no effect and ±100 for the full control effect
#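 Coupling enzymes only (glyceraldehyde-3-phosphate) + compound, at 57.5 uM final, 10 min RT; add substrate/coupling/AmpLite Red mix, 20 min RT; fluorescence ex 525/em 598 nm. Actives flag coupling-system interference.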
# PTAP TSG101 blk = qHTS Assay for Iinhibitors of HIV-1 Budding by Blocking the Interaction of PTAP/TSG101. Fluorescence polarization, FITC-PTAP peptide / Tsg101 binding. Potency, µM (highest dose often 115 µM), without a hit: at the top dose activity change, negative = inhibition, hits mostly inhibitors. 340,000 tested, under 10 active. AID 493005, 2010; active = well fitted inhibition curve with a large enough effect in the main read-out, with a control signal flat, not every such curve was filed as active; inconclusive = small, poorly fitted or top-dose-only effect, or effect the other way, or a change in a side signal; inactive = no such curve, though single readings can be large or run the other way; note: potency is the fitted concentration of half-maximal effect; % of control where 0% means no effect
# Target sequence (Q99816 whole entry, looked up): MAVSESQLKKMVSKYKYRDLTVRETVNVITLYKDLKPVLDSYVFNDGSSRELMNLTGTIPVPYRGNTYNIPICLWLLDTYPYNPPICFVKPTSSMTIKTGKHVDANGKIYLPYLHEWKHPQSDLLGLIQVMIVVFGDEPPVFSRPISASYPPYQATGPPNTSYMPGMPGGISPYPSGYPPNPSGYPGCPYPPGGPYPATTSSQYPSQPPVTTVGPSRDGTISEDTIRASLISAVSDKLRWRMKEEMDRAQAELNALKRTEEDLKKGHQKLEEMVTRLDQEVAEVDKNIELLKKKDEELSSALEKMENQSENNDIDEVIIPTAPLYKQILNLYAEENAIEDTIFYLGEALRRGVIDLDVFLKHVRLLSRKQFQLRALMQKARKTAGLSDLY
#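 FP read-out: FITC-PTAP peptide, 50 nM final, binding Tsg101 binding domain, 10 uM final; 20 min, r.t.; 10 mM HEPES pH 7.5, 0.15 M NaCl, 0.01% Tween 20, 3 mM EDTA, 0.1 mM TCEP.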
# Chronic BCR inh = qHTS Assay to Find Inhibitors of Chronic Active B-Cell Receptor Signaling; ABC-DLBCL IkBa-CBG/CBR reporter, luminescence ratio, 4 h; Potency, µM (highest dose often 46.1 µM), for the others: at the highest dose ratio change, negative = lower green/red ratio, actives largely listed as inhibitors; actives 0.05% (n = 340,000); AID 493014, 2011; active = well fitted inhibition curve with a large enough effect in the signal ratio, with a control signal flat, not every such curve was filed as active; inconclusive = small, poorly fitted or top-dose-only effect, or effect the other way, or a change in a side signal; the % refers to the signal ratio;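 note: potency is the fitted concentration of half-maximal effect; plate controls were basal doxycycline-induced cells for no effect and cells given 10 µM MG132 for full effect; MG132 reads +100%, hits lower the ratio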
#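 TMD8 human ABC-DLBCL cells with doxycycline-inducible IκBα–green luciferase fusion and unfused red luciferase, in 0.5% FBS medium; compounds up to 46 uM, 4 h at 37C. Green/red luminescence ratio, filter-overlap corrected, fitted to concentration-response curves.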
# Giardia kill = Small Molecules that selectively kill Giardia lamblia: qHTS | Giardia lamblia trophozoite viability | activity change, % at 7.66 µM, hits read low | actives 0.15% (n = 340,000) | AID 540267, 2011; in the data active = activity change below about -80%; inconclusive = between about -30% and that limit;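 note: parasites exposed to compound for two days anaerobically before the ATP read; % is set by controls: 0 for no effect and ±100 for the full control effect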
#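 Killing of trophozoites was scored by loss of ATP luminescence after a 48 hrs anaerobic exposure to compounds at 37 deg C, using 100 cells per well.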
# GALK inh = qHTS Assay for Inhibitors of Human Galactokinase (GALK); actives 0.007% (n = 270,000); Potency, µM (series often up to 57.5 µM), for the others: at the top dose activity change, negative = inhibition, actives largely listed as inhibitors; Purified GALK, Kinase-Glo residual ATP luminescence; note: potency is the fitted concentration of half-maximal effect; % is set by controls: 0 for no effect and ±100 for the full control effect
#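 Kinase-Glo Plus luminescence measured ATP left after a 1 h room-temperature reaction. The reaction used 5 nM GALK, 100 uM galactose and 35 uM ATP at pH 8.0 (20 mM HEPES, 5 mM MgCl2, 60 mM NaCl, 1 mM DTT, 0.01% BSA).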
# Tb PFK block = qHTS Assay to Find Inhibitors of T. brucei phosphofructokinase | ATP-dependent 6-phosphofructokinase (Trypanosoma brucei brucei), O15648 | T. brucei PFK, ADP-Glo luminescence | Potency, µM (top dose mostly 57.5 µM), without a hit: top-dose activity, negative = inhibition, actives largely listed as inhibitors | actives 0.17% (n = 330,000);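 note: potency is the fitted concentration of half-maximal effect; 0% = uninhibited 1x PFK enzyme wells and -100% = no-enzyme wells; nearly all actives have a fitted effect of over 60% in size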
# Target sequence (O15648 whole entry, looked up): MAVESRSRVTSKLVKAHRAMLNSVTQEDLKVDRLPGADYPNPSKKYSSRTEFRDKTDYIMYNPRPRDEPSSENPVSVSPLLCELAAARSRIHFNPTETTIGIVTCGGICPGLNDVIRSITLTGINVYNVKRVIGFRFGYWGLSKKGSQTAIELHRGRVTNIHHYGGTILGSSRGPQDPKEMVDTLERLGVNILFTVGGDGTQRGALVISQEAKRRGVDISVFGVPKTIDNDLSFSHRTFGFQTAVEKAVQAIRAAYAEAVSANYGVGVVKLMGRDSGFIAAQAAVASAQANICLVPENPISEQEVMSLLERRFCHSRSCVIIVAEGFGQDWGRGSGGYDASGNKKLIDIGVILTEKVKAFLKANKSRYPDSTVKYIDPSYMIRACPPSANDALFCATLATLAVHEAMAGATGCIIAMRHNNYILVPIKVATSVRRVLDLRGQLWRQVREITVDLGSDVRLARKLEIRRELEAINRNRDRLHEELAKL
#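 Activity is normalized to no-enzyme wells (full inhibition) and 1.25 nM enzyme wells (no inhibition). Reaction: 0.5 mM F6P, 0.1 mM ATP, 45 min RT, ADP-Glo luminescence; concentration-response curves fitted and classed by quality.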
# Menin MLL FP TR = qHTS Assay for Inhibitors Targeting the Menin-MLL Interaction in MLL Related Leukemias: Competition With Texas Red Labeled MLL-derived Mutant Peptide | actives 0.23% (n = 270,000) | AID 1768, 2009 | O00255 | Potency, µM (doses to about 61.6 µM), without a hit: at the highest dose FP activity change, negative = inhibition, usual class: inhibitors | Menin + Texas Red MLL mutant peptide, fluorescence polarization; active = well fitted inhibition curve with a large enough effect in the polarisation, with a control signal flat, not every such curve was filed as active; inconclusive = small, poorly fitted or top-dose-only effect, or effect the other way, or a change in a side signal; inactive = no such curve, though single readings can be large or run the other way; the % refers to the polarisation; note: potency is the fitted concentration of half-maximal effect; % of control where 0% means no effect; many of its hits are not listed in these tables
# a7 integrin act = qHTS for Activators of Integrin-Mediated Alleviation for Muscular Dystrophy; Potency, µM (top dose mostly 38.3 µM), without a hit: at the top dose activation, hits mostly activators; alpha7betagal myoblasts, beta-gal FDG fluorescence, 48 h; AID 624291, 2012; actives 0.064% (n = 350,000);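 note: potency is the fitted concentration of half-maximal effect; 100% = response of the positive control SU9516; nearly all actives have a fitted effect of over 60% in size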
#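 Alpha7betagal+/- myoblasts (passage 13) were plated 16-24 hr, then exposed to compounds (1:260 dilution of DMSO stock) for 48 hours at 37C. After MPER lysis, β-galactosidase reporter activity was read as FDG fluorescence (ex 480/em 540) after 30 minutes.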
# B2AR arrestin = qHTS assay of beta-arrestin-biased ligands of beta2-adrenergic receptor; beta-arrestin recruitment to beta2AR, cell-based reporter; actives 0.02% (n = 330,000); Potency, µM (doses to about 46.1 µM), for the others: at the top dose activation, actives largely listed as activators; Beta-2 adrenergic receptor (Homo sapiens), P07550;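 note: potency is the fitted concentration of half-maximal effect; 0% = DMSO controls and full agonism = EC100 isoproterenol or metaproterenol; nearly all actives have a fitted effect of over 65% in size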
# * marks the source's active call; other numbers are inactive results; ? = inconclusive; . = not tested or not shown; [ ] = another dose, or the depositor's remark. Unless noted, calls come from the whole dose curve; as a rule, active = well fitted curve in the direction sought with a large enough effect; inconclusive = small, poorly fitted or top-dose-only effect, or another doubt; inactive = no such curve, though single readings can be large; an effect the other way counts as inactive or inconclusive. Some of the compounds tested, so the mix of outcomes need not match the whole.
SMILES,PKM2 activator,ASM inhibitor,FBPA coupling cs,PTAP TSG101 blk,Chronic BCR inh,Giardia kill,GALK inh,Tb PFK block,Menin MLL FP TR,a7 integrin act,B2AR arrestin
O=C(CC(=O)N/N=C\c1ccccc1)NCCc1ccccc1,-3%[11.5 µM],7%,-13,-6%,2%,3,0%,-8%,5%,19%,-0.5%
Cc1ccc(O)c(NC(=O)/C=C/C(=O)O)c1,1%,5%,-2,-1%,-5%,-16,0%,-5%,10%,-20%,0.1%
Cc1ccc(S(=O)(=O)N(CC(=O)NC2CC2)c2ccc(C)c(Cl)c2)cc1,26%,0%,.,-4%,3%,0,0%,2%,.,0%,-1.0%
N#Cc1ccc(Oc2ccc(NC(=O)C3CC=CCC3C(=O)O)cc2)cc1 (stereo unspecified),-10%,3%,7,-6%,8%,7,-3%,-6%,5%,-21%,-0.7%
COc1ccc2oc(C(=O)OCC(=O)N3CCN(S(=O)(=O)c4ccccc4)CC3)c(C)c2c1,.,-8%,.,-1%,19%,-7,.,0%,.,-1%,-0.4%
COC(=O)c1scc(S(=O)(=O)C(C)(C)C)c1-n1cccc1,-4%,-3%,1,-6%,-7%,9,1%,2%,.,0%,-0.3%
O=C(c1ccco1)N(Cc1ccco1)c1ccc(O)cc1,-1%,3%,8,0%,-8%,5,2%,-1%,7%,-11%,-0.3%
O=C(N/N=C/c1coc2ccc(Cl)cc2c1=O)c1ccc(O)cc1,3%,-4%,0,-7%,?,-28,-2%,0%,5%,?,-1.2%
CC(C)NC(=O)[C@H](CSCc1ccccc1)N1Cc2ccccc2C1=O,2%,-1%,1,1%,1%,10,.,-2%,1%,-8%,-0.3%
CCOc1nc(C)ccc1-c1noc(-c2ccccc2OC)n1,-2%,-3%,-7,-1%,?,-6,1%,0%,6%,-17%,0.3%
CN(C(=O)Nc1cccc(C(F)(F)F)c1)C1CCCCC1,11%,-1%,0,-3%,8%,12,0%,0%,.,2%,0.3%
O=[N+]([O-])c1cc(Cl)ccc1NCCNc1ncc(C(F)(F)F)cc1Cl,-4%,-25%,0,-3%,8%,6,1%,0%,?,-11%,-0.2%
CCCn1c(=N)c(S(=O)(=O)c2ccc(F)cc2)cc2c(=O)n3ccccc3nc21,.,3%,.,3%,-2%,6,-8%,1%,.,?,0.0%
CCOC(=O)C(C)n1cnc2c(nnn2-c2cccc(OC)c2)c1=O (stereo unspecified),.,0%,2,2%,0%,6,-1%,0%,-3%,-13%,-0.6%
Cn1c(CN2CCN(c3ccc(Cl)cc3)CC2)nc2ccccc21,3%,-9%,0,1%,-2%,24,3%,2%,-9%,-3%,0.3%
O=C(NCc1ccccc1)c1c(O)c2cccc3c2n(c1=O)CCC3,13%,-6%,-1,-7%,1%,1,4%,1%,9%,3%,-0.3%
COc1ccccc1N1CCN(CC(=O)Nc2c(C)n[nH]c2C)CC1,1%,2%,1,-2%,0%,5,8%,-2%,8%,10%,0.2%
Cc1nc2ccccc2c(=O)n1/N=C/c1ccccc1O,-11%,-1%,2,-2%,0%,-25,6%,-2%,.,9%,4.3%
CC1Oc2ccccc2N(CC(=O)NCc2ccc3c(c2)OCO3)C1=O (stereo unspecified),-9%,-1%,4,0%,2%,-20,2%,0%,-2%,0%,-0.3%
Cc1cc(C(=O)NNC(=O)c2ccccc2O)c(C)o1,.,3%,.,-1%,?,-20,.,7%,.,-22%,0.1%
CC1CC(C)CN(S(=O)(=O)CC23CCC(CC2=O)C3(C)C)C1 (stereo unspecified),.,-3%,-2,-6%,2%,-5,-1%,-6%,?,-10%,-0.3%
Cn1c(CCN2CCCCC2)nc2cc(NC(=O)Nc3ccccc3)ccc21,-5%,2%,0,0%,?,6,1%,2%,-9%,13%,-0.4%
COc1cc(C(=O)NCCNC(=O)C2CCCNC2=O)cc(OC)c1OC (stereo unspecified),-1%,2%,1,1%,1%,-28,0%,2%,.,-30%,-0.2%
O=C(N=C1SC2CS(=O)(=O)CC2N1c1ccccc1)c1ccccc1 (stereo unspecified),.,-3%,.,-2%,4%,-8,.,2%,.,-14%,-0.5%
CCOn1c(=O)c(-c2ccc(F)cc2)[n+]([O-])c2ccccc21,.,32%,0,-3%,0%,-11,.,1%,24%,25%,-1.1%
O=C(O)c1cccc(-c2ccc(/C=N/Nc3nn[nH]n3)o2)c1,-8%,4%,1,-2%,?,-4,6%,3%,27%,15%,-0.1%
COc1ccc(N2CCN(C(=O)CCc3nnc4ccc(N5CCC(C)CC5)nn34)CC2)cc1,.,-2%,.,4%,2%,-3,-2%,2%,.,-9%,0.4%
CCN(C(=O)c1c(C)noc1C)c1c(N)n(Cc2ccccc2)c(=O)[nH]c1=O,.,-1%,.,-4%,0%,2,.,1%,.,-7%,0.1%
O=C(CSc1nc2ccccc2[nH]1)N/N=C/c1ccncc1,4%,0%,1,-1%,-1%,0,.,1%,.,15%,0.2%
Cn1cnnc1SCC(=O)Nc1ncc([N+](=O)[O-])s1,.,-1%,.,-3%,?,?,.,-15%,.,-15%,0.2%
O=C(CN1C(=O)S/C(=C\c2ccc(F)cc2)C1=O)NCCCn1ccnc1,.,-1%,.,-2%,?,-1,-4%,4%,.,-28%,0.3%
O=C(COC(=O)CCC(=O)c1ccc(F)cc1)NCc1ccccc1Cl,.,1%,.,-3%,5%,7,.,-5%,.,0%,-0.2%
O=C(NCc1cccnc1)C(=O)NCC(c1ccco1)N1CCN(c2ccccc2)CC1 (stereo unspecified),-2%,-2%,5,-2%,0%,-26,1%,4%,-15%,1%,-0.8%
Nc1nc(-c2ccc(F)cc2)cs1,0%,4%,2,-5%,2%,-9,1%,-8%,16%,16%,-0.3%
COc1c(Cl)ccc(Cl)c1C(=O)NC(=O)Nc1nc(C)cc(C)n1,1%,1%,.,-3%,?,-11,-5%,2%,.,-13%,-0.5%
O=C(NNC(=O)C1CCCC1)c1cc([N+](=O)[O-])cc([N+](=O)[O-])c1,.,2%,.,0%,5%,35[activator],.,-2%,.,20%,-0.2%
CCCCc1ccc(NC(=S)NCCc2ccc(S(N)(=O)=O)cc2)cc1,2%,-3%,0,-3%,0%,-4,1%,-3%,?,-10%,-0.3%
COC(=O)c1ccccc1NC(=O)c1cccc(NC(=O)c2ccc(Br)o2)c1C,1%,-8%,2,-8%,?,6,-1%,1%,-26%,-26%,0.2%
COc1ccc(OCc2nc(N)nc(Nc3ccccc3)n2)cc1,-5%,3%,3,-5%,?,-8,1%,-1%,10%,10%,-0.1%
COc1ccccc1C(=O)C(O)c1ccccc1OC (stereo unspecified),-7%,2%,-3,-3%,5%,7,0%,-4%,-13%,-29%,-1.9%
CCOc1ccc(N(CC(=O)NN=C2CCCC2)S(C)(=O)=O)cc1,2%,2%,0,-5%,-17%,-12,0%,1%,6%,8%,-0.1%
CC(=O)N1CCSc2ccc(S(=O)(=O)NCCc3ccc(C)cc3)cc21,.,-5%,.,2%,-4%,11,2%,-3%,.,8%,-0.4%
CC(=O)NCCNC(=O)[C@H](Cc1ccccc1)NC(=O)c1cccs1,-1%,7%,2,-4%,?,7,1%,-1%,4%,11%,3.1%
CCOC(=O)C1=C(O)/C(=C/c2ccc(OCC(=O)O)c(OC)c2)SC1=Nc1ccc(OC)cc1,-13%,4%,4,-1%,-2%,4,0%,3%,-17%,19%,-0.3%
COc1cc(/C=N\Nc2nc(-c3cccs3)c(NC(C)=O)s2)ccc1O,11µM*,1%,-4,2%,0%,7,-3%,-7%,.,-1%,-0.3%
